PKA-R1A activ: activates the PKA-R1A holoenzyme complex. PKA-R1A dissociation, Cy5-IP20 fluorescence polarization; scaled: DMSO 0%, 113 µM cGMP 100%. activation, % at 11.4 µM. 0.083% of 340,000 active. AID 504707;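 active means percent activation above the mean of all tested compounds plus 3 SD, cut at about 19% in these data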;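 further: higher means more PKAc released from R1A so a rise in polarization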
PfHsp90 yeast 2: growth inhibition of yeast expressing Plasmodium Hsp90; inhibition, % at 9.4 µM; S. cerevisiae expressing PfHsp90, BacTiter-Glo ATP, 48 h; yeast lacking PDR1 and PDR3 efflux regulators; 0.32% of 310,000 active; AID 504621;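 active means every replicate shows inhibition above about 80%, whatever the replicate mean, limit read from the data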;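 further: 0% = DMSO neutral controls and 100% = 20 µM radicicol positive controls; yeast relying on Plasmodium falciparum Hsp90 in place of its own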
phage Ecoli inh: E. coli growth loss with phage present; 0.26% of 360,000 active; inhibition, % at 11.9 µM; growth absorbance; in the data active means inhibition above about 11%
PKA-R2B act: PKA-R2B complex activation | P22694+P31323 | PKA-R2B holoenzyme dissociation, Cy5-IP20 fluorescence polarization; R2B truncated from residue 108, S112A mutant; 0% DMSO only, 100% 113 µM cGMP | activation, % at 11.4 µM | 0.079% of 340,000 active;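 active means activation above a cutoff set at the mean over all compounds plus 3 SD, cut at about 18% in these data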;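 further: higher means more holoenzyme dissociation and a rise in polarization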
HTR5A inv ag: inverse agonist of human HTR5A in OPRM1-OPRD1 counter-screen | P47898 | HTR5A cell line, luminescence, inverse agonism | inhibition, % at 9.3 µM | 0.083% of 340,000 active | AID 504634; in the data active means inhibition mostly above about 23%, no sharp cut-off; inactive means mostly below about 18%;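 further: 0% = cells with DMSO and 100% = no-cell wells with DMSO; some compounds called inactive have numbers as strong as hits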
SUMO Mot1 rescue: SUMOylation pathway inhibition by Mot1-301 growth rescue | growth rescue, % at 18.8 µM | AID 2716 | S. cerevisiae Mot1-301 growth rescue, ATP luminescence, 38.5C; percent above DMSO median, 100 means doubled | 1% of 320,000 active;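 active means every valid replicate shows activation above 250% relative to neutral control wells; inactive means the rest, any valid replicate at or below 250%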;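 further: OY570 slx delta 5 strain wells were the positive control but not used for scaling; some compounds called inactive have numbers as strong as hits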
OPRM1-OPRD1 ag: agonists of human mu-delta opioid receptor heterodimerization | cells, OPRM1-OPRD1 heterodimerization, luminescence | activation, % at 9.3 µM | 0.3% of 340,000 active; in the data active means activation above about 18%;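 further: 0% = vehicle-treated cells and 100% = reference agonist; values of inactives mirror those of a sister screen read the other way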
Target sequence (P35372 whole entry, looked up): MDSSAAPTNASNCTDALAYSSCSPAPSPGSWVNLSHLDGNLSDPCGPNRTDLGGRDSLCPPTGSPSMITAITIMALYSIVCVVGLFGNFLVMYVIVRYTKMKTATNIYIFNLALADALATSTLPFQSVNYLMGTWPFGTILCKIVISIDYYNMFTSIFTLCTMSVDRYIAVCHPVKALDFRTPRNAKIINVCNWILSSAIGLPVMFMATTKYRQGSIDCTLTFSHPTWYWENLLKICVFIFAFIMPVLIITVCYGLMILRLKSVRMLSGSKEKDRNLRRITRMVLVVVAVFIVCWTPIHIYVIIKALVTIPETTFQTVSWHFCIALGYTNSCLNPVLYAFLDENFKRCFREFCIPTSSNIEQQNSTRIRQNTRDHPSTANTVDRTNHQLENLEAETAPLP
Target sequence (P41143 whole entry, looked up): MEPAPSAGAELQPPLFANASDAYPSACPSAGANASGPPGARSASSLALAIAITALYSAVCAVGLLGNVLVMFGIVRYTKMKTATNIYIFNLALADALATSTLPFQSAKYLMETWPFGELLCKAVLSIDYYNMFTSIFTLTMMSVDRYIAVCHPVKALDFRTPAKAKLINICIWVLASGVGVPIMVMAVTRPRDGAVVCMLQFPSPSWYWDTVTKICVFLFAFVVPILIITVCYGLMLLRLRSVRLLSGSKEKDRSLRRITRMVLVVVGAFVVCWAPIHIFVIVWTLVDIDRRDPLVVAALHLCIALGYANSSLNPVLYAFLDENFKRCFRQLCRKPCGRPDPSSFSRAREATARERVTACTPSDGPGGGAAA
E coli growth: reduces bacterial viability in AddAB counter-screen | AID 449728 | inhibition, % at 11.9 µM | E. coli V3065 growth, OD600 absorbance, 18 h | 0.27% of 330,000 active;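 active means inhibition above the campaign's mean inhibition across all tested compounds plus 3 SD, cut at about 9.9% in these data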;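 further: uninfected addAB+ strain grown without phage in ampicillin broth; 0% = DMSO wells and 100% = ciprofloxacin 0.95 µg/ml wells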
AddAB inh: less growth of phage-infected E. coli with AddAB | E. coli expressing H. pylori AddAB, absorbance growth | inhibition, % at 11.9 µM | 0.29% of 330,000 active | AID 435030; in the data active means inhibition above about 12%;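 further: 0% = vehicle wells of infected cells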
OPRM1-OPRD1 inv: mu-delta opioid heterodimer inverse agonism. 0.21% of 340,000 active. inhibition, % at 9.3 µM. P35372+P41143. cell-based MOR-DOR heterodimer luminescence. AID 504357; in the data active means inhibition above about 22%, passing the limit was not always enough;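 further: 0% = cells with DMSO and 100% = wells without cells with DMSO; values of inactives mirror those of a sister screen read the other way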
Tat transport: E. coli Tat transport inhibition. E. coli MC4100 TorA-mCherry Tat export, fluorescence. inhibition, % at 10 µM. 0.036% of 340,000 active;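 active means mean replicate inhibition at least 50% and at least half of replicates individually reaching 50%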;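 further: exported cargo escapes ClpAP degradation while cytoplasmic cargo is degraded and loses fluorescence; 0% = median of neutral control wells and 100% = median of NaSCN control wells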
* marks the source's active call; other numbers are inactive results; i = inactive; / = not tested or not shown. No enrichment for hits (roughly 2.2% active in at least one column).

canonical_smiles,PKA-R1A activ,PfHsp90 yeast 2,phage Ecoli inh,PKA-R2B act,HTR5A inv ag,SUMO Mot1 rescue,OPRM1-OPRD1 ag,E coli growth,AddAB inh,OPRM1-OPRD1 inv,Tat transport
CS(=O)(=O)Nc1ccc(S(=O)(=O)N2CCOCC2)cc1,1,-14,-0.1,-8,-2,-18,-2.0,0.0,2.2,11,4
CCOC(=O)c1c(CSc2ccccc2)n(C)c2ccc(O)cc12,-8,-19,-0.6,-1,-14,0,3.8,-2.2,1.9,-17,-7
COc1[nH]c(/N=C/c2ccccc2)c(C#N)c1C#N,-2,-104,1.7,5,9,-4,0.7,3.8,1.2,-4,5
CCOc1ccc(/C=C(/NC(=O)c2ccccc2)C(=O)NCCC(=O)O)cc1,-1,10,3.4,-4,-2,-2,-2.7,-2.5,-1.2,14,-4
COc1ccc(C(CNC(=O)COc2ccc(C)c(C)c2)N2CCCCC2)cc1 (stereo not given),-6,-2,3.5,17,-9,/,3.2,-0.3,2.6,-16,-2
Cc1cccc(-n2ncc3c2CCCC3NC(=O)CCc2cccnc2)c1C (stereo not given),0,8,1.7,-14,-20,-6,-1.1,1.6,3.4,6,-15
COc1cc(/C=C/C(=O)OCC(=O)N2CCCc3ccccc32)ccc1OC(F)F,2,0,-0.1,-6,-4,-11,1.2,-2.0,-0.3,-8,16
CSCC[C@@H](C(=O)NCCCCCCCCCCC(=O)N1CCN(C(=O)OC(C)(C)C)CC1)n1cc(CCO)nn1,1,-9,2.7,3,-4,5,1.6,-2.1,3.2,-9,12
Cc1oc2c(c(C)cc3oc(=O)c(CC(=O)NCC(=O)NCC(=O)NCC(C)O)c(C)c32)c1C (stereo not given),-3,-1,-0.6,2,-8,178,-2.3,/,/,10,9
Cc1noc(NS(=O)(=O)c2ccc(NC(=O)c3nn(-c4ccc(F)cc4)ccc3=O)cc2)c1C,-5,-2,2.6,-7,-5,-14,0.8,-0.6,1.9,-4,-1
CCOc1cccc(NC(=O)C(Cc2cccs2)c2nn[nH]n2)c1 (stereo not given),8,8,0.3,5,11,-7,-3.6,-0.2,3.4,17,-5
COc1ccc(C(CNC(=O)c2ccc3c(c2)OCCO3)N(C)C)cc1 (stereo not given),-6,5,2.3,7,6,-10,132*,-1.3,1.4,i,-11

Other compounds.
canonical_smiles,PKA-R1A activ,PfHsp90 yeast 2,phage Ecoli inh,PKA-R2B act,HTR5A inv ag,SUMO Mot1 rescue,OPRM1-OPRD1 ag,E coli growth,AddAB inh,OPRM1-OPRD1 inv,Tat transport
CCOc1cc(/C=N/NC(=O)COc2ccc(Cl)cc2)ccc1OS(=O)(=O)c1ccccc1,-12,-8,2.8,6,-11,65,1.0,0.8,2.1,-6,6
O=C(Nc1ccc(F)c(Cl)c1)C1CCN(c2ncnc3c2nc2n3CCCCC2)CC1,-7,6,1.3,-12,2,27,-2.0,0.9,3.4,10,-7
Cc1ccc2cc(COC(=O)c3cccc([N+](=O)[O-])c3)c(=O)[nH]c2c1,4,-16,3.8,-8,-12,-16,2.2,-5.5,-2.2,-12,-7
CCOC(=O)c1[nH]c2ccccc2c1NC(=S)Nc1cccc(C)c1C,-15,11,1.0,-4,12,20,-1.7,-0.9,0.9,10,-12
O=C(NNC(=S)NCC1CCCO1)c1ccc(S(=O)(=O)N2CCOCC2)cc1 (stereo not given),5,21,-0.9,-1,11,77,-2.6,0.8,2.0,13,-2
COc1ccc(CNC(=O)C/C(C)=N/NC(=O)COc2cccc(C)c2)cc1,2,-19,3.0,0,1,2,-1.9,-3.0,0.3,10,2
CCOC(=O)c1cc(-c2ccccc2)n(CCC(=O)NC(C)CC)c1C (stereo not given),1,-12,-0.3,-5,30,6,-0.9,0.2,-1.9,5,-8
COc1ccc(-n2c(-c3ccc(Br)cc3)c[n+]3c2SC(C)C3)cc1 (stereo not given),-4,-17,3.1,-11,2,40,-0.3,-1.0,0.6,2,-7
Cc1ccc(NC(=O)Cn2ncn3c(cc4ccccc43)c2=O)cc1F,0,14,3.4,5,7,10,0.8,-0.8,3.8,-4,-8
Cc1cc(-c2ccc(S(=O)(=O)N3CCN(c4cccc(C)c4C)CC3)s2)on1,-5,9,3.7,-6,-8,-16,-1.3,0.9,2.0,7,4
Cc1ccc(-n2[nH]c(C)c(/C=N/NC(=O)c3ccc(O)cc3O)c2=O)cc1,8,12,/,-1,2,-8,-4.3,-0.1,3.2,19,-2
Cc1nc(C)c(-c2ccc(SCC(=O)Nc3ccc(F)cc3F)nn2)s1,-19,-13,1.2,2,17,385,-1.1,-0.8,-2.0,5,-2

Continuation:
canonical_smiles,PKA-R1A activ,PfHsp90 yeast 2,phage Ecoli inh,PKA-R2B act,HTR5A inv ag,SUMO Mot1 rescue,OPRM1-OPRD1 ag,E coli growth,AddAB inh,OPRM1-OPRD1 inv,Tat transport
O=C(Nc1ccccc1)OCCOc1cccc(Br)c1,-11,0,1.6,-8,15,-12,5.3,1.2,6.5,-29,5
O=C(C1CCCN(Cc2ccc(Cl)cc2)C1)N1CCCCC1 (stereo not given),-4,-17,4.4,-7,2,-12,-2.3,0.4,-0.4,10,5
O=C(COc1ccccc1)NC1CCS(=O)(=O)C1 (stereo not given),-9,-6,3.0,-11,9,2,-3.3,3.0,3.0,17,2
COc1ccc(CNC(=O)C2CCCN(S(=O)(=O)c3c(C)nn(C)c3C)C2)cc1 (stereo not given),5,-14,2.1,13,0,65,-1.1,-4.1,2.6,6,0
CCN(CC)c1nc2c(c(=O)n(C)c(=O)n2C)n1CC(=O)c1ccccc1,/,4,1.4,/,/,-6,/,0.9,1.3,/,-1
Cc1ccc(CN(C(=O)c2ccc([N+](=O)[O-])cc2)C2CCS(=O)(=O)C2)o1 (stereo not given),-5,6,0.3,-9,0,-3,-3.5,-1.9,-0.9,18,5
Cc1cccc(N(CC(=O)NC2CCCC2)C(=O)c2csnn2)c1C,3,5,1.9,-2,-10,-13,-1.3,-2.1,1.4,9,-6
Oc1ccccc1N1CCN(c2nnnn2-c2ccccc2)CC1,-7,-17,1.2,3,-7,439*,-1.4,0.7,0.6,8,8
O=C(OCCCc1cc2ccccc2c(=O)o1)c1ccc(F)cc1,-3,3,1.1,-3,-5,14,4.8,0.0,2.8,-27,-11
O=C(Cn1[nH]c(=O)c2ccccc2c1=O)NC1CCN(Cc2ccccc2)CC1,3,3,3.1,0,10,-19,-0.9,2.5,2.2,5,-5
CCCCn1c(N)c(N(CC(C)C)C(=O)c2cc(=O)[nH]c3ccccc23)c(=O)[nH]c1=O,-3,9,2.9,-12,0,455,0.8,-1.3,-2.9,-5,-7
CC(=O)Nc1ccc(C(=O)Nc2cccc(-c3cnc4ccccc4n3)c2)cc1,-6,-23,3.2,2,1,/,-1.8,/,/,9,1

Next part
canonical_smiles,PKA-R1A activ,PfHsp90 yeast 2,phage Ecoli inh,PKA-R2B act,HTR5A inv ag,SUMO Mot1 rescue,OPRM1-OPRD1 ag,E coli growth,AddAB inh,OPRM1-OPRD1 inv,Tat transport
CC(C)CC1NC(=O)N(CC(=O)Nc2cccc(Br)c2)C1=O (stereo not given),5,10,0.6,-4,-9,41,-1.1,-1.8,-0.1,5,-6
CCCCCOC(=O)C(C)Sc1n[nH]c(=O)[nH]c1=O (stereo not given),1,/,1.9,-1,9,-8,-0.5,-1.3,0.5,4,1
COc1ccccc1NS(=O)(=O)c1ccc(C)c(C(=O)Nc2ccc(S(=O)(=O)Nc3onc(C)c3C)cc2)c1,3,-50,-1.9,-3,-4,/,-2.3,/,/,12,-5
CCOCCCNC(=O)C(NC(=O)c1ccc2c(c1)OCO2)c1ccc(OC)cc1 (stereo not given),2,-6,3.3,-3,7,-9,-0.5,-0.6,-0.3,3,5
CC1CN(c2nnnn2-c2ccccc2)CC(C)O1 (stereo not given),-25,-21,1.6,-4,-4,-9,-1.3,1.7,3.3,7,-9
COc1cc2c(cc1OC)CN(C(=O)c1ccc(S(=O)(=O)N3CCCC3)cc1)CC2,-10,13,0.9,0,1,5,-1.8,0.6,-0.4,10,-2
CCOc1ccccc1NC(=O)C1CCC(CNc2c(N3CCCCC3)c(=O)c2=O)CC1 (stereo not given),6,14,1.6,4,7,18,-3.2,-1.1,1.7,16,-3
COc1cc(C(=O)NC(C)Cc2cccs2)cc(OC)c1OC (stereo not given),-1,-16,4.0,2,13,-4,1.6,-1.8,3.4,-12,-11
O=C(OC(C(=O)Nc1ccc(Cl)cc1C(F)(F)F)c1ccccc1)c1c(Cl)cccc1Cl (stereo not given),-10,4,3.0,-1,18,11,1.9,0.5,4.5,-10,2
COC(=O)c1[nH]c2ccccc2c1NC(=O)Oc1ccccc1,1,2,0.6,0,7,72,-0.4,6.3,10,2,-1
CCCC(=O)Nc1nc2ccc(OCC)cc2s1,-6,-4,2.5,-7,-24,-4,-0.7,0.7,2.1,4,-9
O=C(CN1CCN(S(=O)(=O)c2ccc(Br)cc2)CC1)Nc1ccccc1C(=O)c1ccccc1,1,4,3.6,3,-7,-15,-1.7,-2.4,-0.5,9,11

Next structures.
canonical_smiles,PKA-R1A activ,PfHsp90 yeast 2,phage Ecoli inh,PKA-R2B act,HTR5A inv ag,SUMO Mot1 rescue,OPRM1-OPRD1 ag,E coli growth,AddAB inh,OPRM1-OPRD1 inv,Tat transport
O=C(N/N=C1\CCc2ccccc21)c1ccccc1Cl,-10,7,4.4,13,15,2,-1.5,-0.7,0.2,10,-7
CCC(=O)Nc1nc2nc(-c3ccccc3)cc(=O)n2[nH]1,-2,12,0.3,2,25,96,-1.8,-1.3,1.4,10,-2
CCc1ccc(C(CC(=O)O)N2Cc3ccccc3C2=O)cc1 (stereo not given),6,-23,1.1,7,-2,0,-2.9,-0.7,2.2,13,0
CN(/N=C/c1cccnc1)C1=NS(=O)(=O)c2ccccc21,-7,-3,-0.4,4,2,-8,-0.7,0.0,1.1,3,1
COc1ccc(OCC(=O)OCC(=O)c2ccc(OC)c(F)c2)cc1,-4,4,-0.1,2,3,7,-1.9,1.4,2.8,7,5
Cc1ccc(NC(=O)COC(=O)CCC(=O)c2cccs2)cc1,-3,-3,2.4,-4,1,-4,-1.2,-0.4,1.1,7,-4
COc1ccc(/C=N/Nc2nnc(-c3ccccc3)c(=O)[nH]2)cc1,-5,-14,-0.4,-2,-19,461,1.6,2.9,2.9,-8,-4
CCCCN1C=C(C(C)=O)C(=O)CC1,2,10,1.3,-3,10,/,-1.0,/,/,5,-8
CC(=O)c1c(OC(=O)c2ccccc2)ccnc1C(F)(F)F,0,7,2.2,-8,-2,-12,-2.5,-0.9,-0.2,13,-4
Nc1nc(Cn2nnc(-c3ccccc3Cl)n2)nc(N2CCOCC2)n1,9,-49,1.6,0,18,121,-1.6,1.8,2.4,8,-7
CCCNC(=O)c1ccc(N2CCC3(CC2)CC(c2cccc(Br)c2)=NO3)c(NC(=O)c2ccco2)c1,-16,15,3.9,10,-5,9,-2.4,-0.2,1.3,14,4
CC(C)(C)[C@@H]1C=C(C(=O)N2CCN(Cc3ccccc3)CC2)O[C@H](OCc2ccc(CO)cc2)C1,-7,-19,0.3,-1,-9,-6,2.1,-1.5,-0.4,-12,5
CCN(c1ccccc1)S(=O)(=O)c1cc(NC(=O)CN2CCN(C)CC2)ccc1Cl,8,/,0.9,-7,0,-15,-1.3,0.3,-1.4,7,-4

High-throughput results (PubChem)
